PDI inh = inhibitors of human PDI, primary screen, biochemical, turbidity, single point, plate reader. hit rate 0.052% among 350,000. inhibition, % at 10 µM. PDI insulin aggregation turbidity, A650, 90 min. Protein disulfide-isomerase (Homo sapiens), P07237;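 active means mean inhibition across replicates of 30% or more, whatever share of single replicates reach that level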;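 further: absorbance from insulin aggregation driven by PDI reduction with DTT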
aDG glyco act = activators of alpha-DG glycosylation, primary screen, uHTS, Pro5-aDG cells, AlphaScreen. alpha-DG glycosylation AlphaScreen (IIH6); 0% Pro5, 100% B10-LARGE cell signal. hit rate 0.22% among 360,000. activation, % at 10 µM. AID 624168, 2012;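 active means activation of at least 8% versus controls, or a plate z-score of at least 8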;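 further: Pro5 are CHO cells carrying HIG-tagged alpha-DG that lacks glycosylation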
m5-HT2A agonist = mouse Htr2a agonists via beta-arrestin recruitment, primary screen, cell-based, luminescence | 5-hydroxytryptamine receptor 2A (Mus musculus), P35363 | CHO-K1 mHTR2A beta-arrestin complementation; percent of 30 µM serotonin response | activation, % at 7.6 µM | hit rate 0.66% among 360,000 | AID 624169, 2012;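 active means activation above a run cutoff, the mean activation of all tested compounds plus 3 SD, cut at about 14% in these data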;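 further: 0% = plate median of compound wells and 100% = 30 µM serotonin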
iPSC survival up = enhancers of single-cell hiPSC survival, primary screen, ATPlite luminescence | 100% = ROCK inhibitor wells, 0% = DMSO | survival enhancement, % at 20 µM | hit rate 0.044% among 360,000; in the data active means survival enhancement above about 18%;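 further: cells exposed to compounds for 16 hours before the ATP read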
ABCB6 inh MLPCN = ABCB6 transporter inhibitors, primary screen, K562-ABCB6 cells, flow cytometry, MLPCN library | ATP-binding cassette sub-family B member 6 (Homo sapiens), Q9NP58 | K562-ABCB6 porphyrin accumulation, 1 h; hits give low values | fluorescence ratio to DMSO, % at 10 µM | hit rate 0.19% among 360,000 | AID 602162, 2011;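 active means fluorescence ratio to DMSO below 75%, the collection mean minus 3 SD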;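 further: signal is porphyrin accumulated inside mitochondria; 100% equals median channel fluorescence of DMSO control wells; lower ratio means ABCB6 inhibition with less porphyrin fluorescence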
Target sequence (Q9NP58 whole entry, looked up): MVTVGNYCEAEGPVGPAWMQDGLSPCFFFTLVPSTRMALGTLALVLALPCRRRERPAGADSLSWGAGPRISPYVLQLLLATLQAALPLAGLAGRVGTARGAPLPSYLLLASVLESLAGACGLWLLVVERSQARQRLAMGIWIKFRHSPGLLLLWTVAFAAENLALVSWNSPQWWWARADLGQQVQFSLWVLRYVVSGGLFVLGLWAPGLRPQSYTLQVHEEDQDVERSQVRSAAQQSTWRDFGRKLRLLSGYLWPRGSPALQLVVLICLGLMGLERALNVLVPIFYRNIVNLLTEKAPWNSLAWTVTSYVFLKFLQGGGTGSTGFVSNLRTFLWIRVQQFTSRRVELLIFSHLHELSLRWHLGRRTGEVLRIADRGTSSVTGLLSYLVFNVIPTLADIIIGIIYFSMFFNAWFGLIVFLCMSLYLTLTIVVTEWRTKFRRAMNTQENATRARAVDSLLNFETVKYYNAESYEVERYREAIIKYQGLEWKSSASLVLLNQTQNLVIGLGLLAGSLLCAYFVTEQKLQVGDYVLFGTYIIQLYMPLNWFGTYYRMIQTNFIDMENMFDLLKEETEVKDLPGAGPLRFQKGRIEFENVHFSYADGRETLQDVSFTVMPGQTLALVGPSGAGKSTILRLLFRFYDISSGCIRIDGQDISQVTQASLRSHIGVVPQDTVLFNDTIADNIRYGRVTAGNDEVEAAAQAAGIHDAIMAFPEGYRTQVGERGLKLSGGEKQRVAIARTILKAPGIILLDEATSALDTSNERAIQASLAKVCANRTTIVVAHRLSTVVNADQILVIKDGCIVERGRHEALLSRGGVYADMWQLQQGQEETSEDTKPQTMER
Cardio protect = cardioprotection against H2O2-induced cell death, primary screen, uHTS, H9c2 cells, ATPLite luminescence. hit rate 0.63% among 360,000. AID 588492, 2011. protection from H2O2 cell death, % at 20 µM. H9c2 cardiomyocytes, H2O2 injury protection, 2 h;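 active means compounds giving at least 50% protection of heart cells from peroxide-induced death in the single-dose screen, raw or plate-pattern-corrected value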;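 further: 0% = DMSO wells with peroxide and 100% = DMSO wells without peroxide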
CaV13 ICDI inh = Primary screen for inhibitors of IQ motif and Ca2+-dependent inactivation inhibitor domain binding in CACNA1D, Förster resonance energy transfer in living cells, …. HEK cells, CFP/YFP FRET ICDI-IQ, plate reader, 10 min; percent FRET-ratio fall versus neutral wells. inhibition, % at 12.3 µM. hit rate 0.098% among 340,000. AID 743397;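 active means mean replicate inhibition of at least 30% and at least 1% of replicates passing that level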;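 further: 0% = median of the neutral control wells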
Glyco luc inh = increase of ERlucT glycosylation luciferase signal, primary screen, N-linked glycosylation inhibitor project, D54 ERlucT cells, luminescence, set 2. D54 ERlucT glycosylation luciferase reporter, 24 h; percent of 100 nM tunicamycin response. reporter increase, % at 12.5 µM. hit rate 0.23% among 360,000. AID 588692, 2011;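 active means mean luciferase reporter signal, scaled so untreated is 0 and the glycosylation-blocking control 100, at or above a set limit in every replicate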;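 further: luciferase carries N-glycosylation sites so blocking glycosylation raises the light; 0% = median of neutral control wells and 100% = median of 100 nM tunicamycin wells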
Exocytosis inh = LAMP-1 surface exposure blockers, TALL-104 cells – cell-based, flow cytometry, MLPCN library, primary screen; hit rate 0.66% among 360,000; AID 651702, 2012; TALL-104 LAMP-1 surface exposure; cells stimulated with thapsigargin and PMA; inhibition, % at 10 µM;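 active means inhibition above about 55%, limit read from the data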
Vif imaging = HIV Vif self-association inhibitors, primary screen, imaging, HEK293T, single point. HEK293T cells, Vif self-association by quenched fluorescence, 24 h. inhibition, % at 7.49 µM. hit rate 0.35% among 340,000. AID 602346, 2012; in the data active means inhibition above about 50%, passing the limit was not always enough; further: some results filed as inactive read as strong as hits
An asterisk follows results filed as active; . = no result given.

SMILES	PDI inh	aDG glyco act	m5-HT2A agonist	iPSC survival up	ABCB6 inh MLPCN	Cardio protect	CaV13 ICDI inh	Glyco luc inh	Exocytosis inh	Vif imaging
NC(=O)C1CCN(Cc2nc(-c3cccs3)no2)CC1	2.6	0.0	3.3	0.0	99.0	-3.9	-4.9	1.3	0.2	-1.3
Cc1ccc(NC(=O)/C=C2\NC(=O)CS2)cc1	7.2	0.1	1.6	-0.4	99.0	-10.1	-6.8	-1.6	-4.7	-50.3
Fc1cccc(Cc2c(-c3ccc(Cl)cc3)nc3ccc(Br)cn23)c1	.	0.2	-1.6	0.4	89.0	-7.2	-3.6	-1.7	-5.7	.
COc1ccc(OC)c2c1sc(=NC(=O)C1CCCCC1)n2C	-7.4	0.0	7.7	-0.3	93.0	-3.0	-3.8	1.3	-2.2	0.1
COc1cc([C@H](Cc2ccccc2)NC(C)=O)oc(=O)c1	.	-0.2	-2.9	-0.6	99.0	5.0	.	-2.1	-2.5	-7.7
CCOc1ccc(CC2S/C(=N/N=C/c3ccco3)NC2=O)cc1 (stereo unspecified)	4.5	0.2	2.7	2.5	105.0	-7.4	-5.6	-0.7	-4.2	2.4
Cc1ccc2sc(NNC(=O)c3ccc4c(c3)OCCO4)nc2c1C	-1.6	0.0	-0.9	0.8	103.0	81.8*	-6.1	0.7	-0.8	7.9
Cc1cccc(C)c1NC(=O)C1c2cccc[n+]2CC(=O)N1Cc1cccs1 (stereo unspecified)	-0.5	-0.2	0.9	1.0	111.0	3.5	-14.4	1.8	-4.9	-8.1
Cc1ccc(NC(=O)c2sc3nc(N4CCOCC4)c4c(c3c2N)CC(C)(C)OC4)cc1	-5.7	0.0	2.3	-0.2	97.0	-1.0	-2.6	3.3	5.5	-7.1
COc1ccc(S(=O)(=O)Nc2ccc(S(=O)(=O)Nc3nccs3)cc2)cc1	-4.3	0.0	-4.2	1.0	99.0	-0.2	-5.1	0.1	2.4	-3.4
COC(=O)C[C@H]1C=C[C@H](NC(=O)C2CCOCC2)[C@@H](CO)O1	.	0.3	3.8	.	.	.	-4.1	.	-0.4	.
O=C(/C=C/c1ccccc1)NCCc1ccccc1	.	0.1	-0.1	-2.0	100.0	2.0	.	14.8	-3.9	3.3
COC(=O)[C@@]12C[C@@H](CC(=O)NCc3ccc(C)o3)C(=O)N(Cc3cccc4ccccc34)C1=CCC(C)(C)C2	.	-0.3	-1.1	.	.	.	-4.0	.	10.5	.
O=C(N/C(=C/c1ccco1)C(=O)N1CCOCC1)c1ccc([N+](=O)[O-])cc1	-1.5	0.0	-1.3	0.0	97.0	8.0	.	0.5	1.9	-6.6
CC(C)CC(=O)NC(=S)N1CCCCCC1	-2.3	0.0	0.3	4.3	99.0	5.4	-5.3	1.0	-1.0	-4.7
O=C(Nc1ccc(C(=O)N2CCN(c3ccc(F)cc3)CC2)cc1)C1=CSCCO1	-7.8	0.2	-0.3	-0.1	104.0	2.6	-4.1	-2.2	0.5	-5.6
CC(C)(C)C(=O)N1CCN(C(=O)c2ccco2)CC1	-35.3	-0.1	-0.4	0.6	100.0	-1.5	-2.8	-3.5	16.1	15.1
O=C(C1=C(O)C(=O)N(Cc2ccco2)C1c1ccccc1F)c1cccs1 (stereo unspecified)	8.1	0.2	1.7	-5.4	101.0	-9.9	-3.8	0.6	0.4	-0.1
CCOC(=O)C1(CCCc2ccccc2)CCN(C(=O)CCN2CCCCC2=O)CC1	10.4	-0.1	0.5	-0.8	89.0	4.4	-6.6	-2.2	-4.4	-7.5
Cc1cc(-c2nnc(CCC(=O)NC(C)c3ccc(F)cc3)o2)no1 (stereo unspecified)	-7.3	0.1	7.4	0.0	96.0	-2.7	-4.7	0.9	2.9	1.7
CCOc1ccc(N2C(=O)CS/C2=N/NC(=O)COc2ccc3ccccc3c2)cc1	-3.1	-0.2	-3.3	-0.8	97.0	0.6	-7.5	-2.0	5.8	-6.0
COc1ncnc2sc3c(c12)CCCC3	0.6	-0.1	-1.4	4.2	108.0	4.1	-9.4	1.4	-2.3	3.8
CN[C@@H](CO)C(=O)NC[C@H]1O[C@@H](n2cc(C)c(=O)[nH]c2=O)C[C@@H]1O	-5.5	0.1	-5.6	1.9	96.0	-4.0	-6.7	2.4	2.0	0.1
O=C(/C(=N\O)n1cncn1)c1ccc(Br)cc1Br	0.6	0.2	2.2	-2.4	105.0	5.1	-6.8	-0.2	-3.2	-5.7
COc1cc(CC(=O)O)c([N+](=O)[O-])cc1OC	8.8	-0.1	1.5	-0.4	101.0	3.1	-15.9	1.8	0.0	5.9
Oc1ccc(-c2cn3c(n2)SCC3)cc1	4.9	-0.2	-3.5	6.8	98.0	-7.0	.	2.4	0.9	0.8
COc1ccc(C(=O)Nc2ccc(C(=O)O)cc2NC(=O)c2ccc(OC)cc2)cc1	8.6	0.1	-2.9	1.1	101.0	-1.8	-2.0	0.8	-10.5	-16.7
Cc1cccc(NC(=S)NNC(=O)c2ccccc2OC(F)F)c1	-6.0	-0.1	-6.8	0.6	101.0	3.6	-3.5	1.6	-1.7	-15.0
COC(C[C@@H]1O[C@@H]1[C@H](O)COCc1ccccc1)OC	-11.0	-0.5	6.4	-1.7	95.0	3.7	-5.2	4.1	-4.9	-4.6
Cc1cccc(C(=O)NCC(=O)NC(C)c2ccc(-n3ccnc3)cc2)c1 (stereo unspecified)	7.0	0.0	-1.1	-0.3	99.0	1.1	-6.5	2.0	2.6	-0.2
Cc1nnc(N2C(=O)C(=O)/C(=C(\O)c3ccc4c(c3)CC(C)O4)C2c2ccccc2)s1 (stereo unspecified)	-6.2	-0.2	-3.6	0.4	107.0	-1.1	-7.0	-3.7	-0.8	4.8
Cc1nc2c(nnn2Cc2ccccc2Cl)c(=O)[nH]1	-7.5	-0.2	0.6	1.0	100.0	4.5	-2.0	1.7	4.5	-1.3
CCOc1cc(/C=C/C(=O)O)ccc1OCCO	2.7	1.7	-3.5	6.2	97.0	-2.3	-3.8	0.7	-0.7	2.0
CC(C)(C)OC(=O)N/N=C\C=C\c1ccc2c(c1)OCO2	12.2	-0.3	2.5	-2.4	95.0	0.3	10.3	-5.4	1.1	0.4
O=S(=O)(NN=C1CCCCCCC1)c1ccc(Br)cc1	0.6	-0.2	-0.8	3.4	97.0	4.1	-3.3	0.3	1.3	8.5
N#Cc1c(NC(=O)/C=C/c2ccco2)sc2c1CCCC2	-3.8	-0.6	-4.5	-1.9	103.0	-7.9	-4.8	22.8	3.2	0.9
O=C(CSc1nc2ccc(Cl)cc2[nH]1)Nc1ccc2c(c1)CCC2	-5.2	-0.3	-1.5	-1.2	99.0	-21.0	-2.2	0.9	-5.8	-2.5
COc1cc2c(cc1OC)C(C)N(C(=S)NC(=O)c1ccccc1)CC2 (stereo unspecified)	2.9	1.3	-1.4	0.6	96.0	-8.2	-7.0	-0.1	8.6	-3.3
CCc1cc2c(SCC(=O)Nc3ccc(Cl)cn3)ncnc2s1	-2.0	0.0	3.2	-1.5	95.0	10.3	-13.7	1.0	0.5	4.6
COc1ccc2c(c1OC)C(CC(C)=O)N1CCc3cc4c(cc3C1C2=O)OCO4 (stereo unspecified)	-10.5	-0.1	-4.2	2.6	105.0	4.4	-5.2	0.5	-4.7	-3.6
CSc1ccccc1NC(=O)c1ccc(N2CCCC2=O)cc1	-4.9	-0.2	6.1	-0.2	97.0	-3.3	-5.1	0.9	-4.1	3.6
COc1ccccc1NC(=O)NC1(C(=O)NCC2CCCO2)CCCCC1 (stereo unspecified)	-6.9	-0.1	3.9	0.8	100.0	-4.1	-2.5	0.3	-14.1	-23.9
COc1cc(-c2nc3ccc(C)cn3c2Nc2ccc3c(c2)OCCO3)ccc1O	-4.6	0.1	-0.8	0.0	99.0	8.3	-5.1	7.7	0.6	-15.4
O=C(O)c1ccn2c(C(=O)c3ccc(Cl)cc3)c(-c3ccccc3)cc2c1	-2.7	0.0	3.1	-0.1	114.0	-3.2	-5.0	1.9	-18.1	18.1
CC(=O)c1ccc(N2CCN(CC(=O)Nc3cc(C)on3)CC2)cc1	4.4	-0.1	-2.6	0.6	103.0	3.8	0.1	-1.4	2.5	0.0
CC(=O)NC1CC2CCCC(C1)N2S(=O)(=O)c1ccccc1 (stereo unspecified)	-8.6	-0.1	-0.9	2.6	93.0	4.2	-5.9	-0.2	-1.0	-1.2
N#Cc1cccc(CN2C=NS(=O)(=O)c3ccccc32)c1	3.6	0.2	5.7	0.0	106.0	9.4	-19.8	-1.3	3.5	.
CS(=O)(=O)Nc1ccc2c(c1)ncn2CCc1ccccc1	-0.5	0.3	-6.7	-0.4	85.0	-0.4	-14.4	-0.7	-1.6	-0.4
O=C(Nc1c(-c2ccccc2)nc2ccccn12)c1ccco1	6.2	-0.1	5.6	-1.7	101.0	6.4	-5.5	-2.0	9.6	10.6
COc1ccc(S(=O)(=O)NC(C)C(=O)NCCN2CCOCC2)cc1Cl (stereo unspecified)	-21.6	-0.1	1.9	-0.3	96.0	-0.3	-3.3	1.0	-1.2	-2.8
COc1ccc(CCC(C)NCCc2ccc(Cl)cc2Cl)cc1 (stereo unspecified)	7.7	0.1	-6.8	0.5	102.0	-16.4	-7.4	3.6	48.1	0.0
Cc1cccnc1CN1CCN(C(=O)c2cc(COc3ccc4ncccc4c3)on2)CC1	15.4	2.2	1.9	0.0	99.0	-19.9	-3.2	-1.9	0.6	-11.5
Cc1ccc(S(=O)(=O)N2CCN(C(=O)CCC(=O)Nc3ccc(F)cc3F)CC2)cc1	1.8	-0.1	-4.8	0.7	104.0	-9.1	-4.6	2.6	-5.4	2.8
Cc1ccc(CNC(=O)C2CCCN(S(=O)(=O)c3c(C)[nH]c(=O)[nH]c3=O)C2)cc1 (stereo unspecified)	7.1	-0.2	-1.0	-1.2	105.0	0.7	-4.9	0.8	10.2	-0.7
O=C(O)Cc1sc(-c2ccc(Cl)cc2)nc1-c1ccccc1	0.6	-0.2	6.3	0.1	100.0	2.7	-4.5	0.5	0.4	-5.3

Screening data: PubChem BioAssay, several laboratories
